# RNase H inhibition: RNase H inhibition, HIV 1 Gag Pol polyprotein, FRET biochemical assay, screening (AID 372); HIV-1 RT RNase H, FRET RNA/DNA substrate fluorescence; higher % means a stronger effect; inhibition, % at 10 µM; hits with a dose series show IC50 in µM; hit rate 0.77% among 100,000; in the data active means inhibition above about 50%
# Numbers without * were called inactive; & = joins results of further samples. An excerpt, so the mix of outcomes need not match the whole.
SMILES,RNase H inhibition
CN(C)/C=C(/Cl)C=C1C(=O)c2ccccc2C1=O,7%
O=C(COc1ccc([N+](=O)[O-])cc1)Nc1ccc2nn(-c3ccc(F)cc3)nc2c1,5%
O=C(/C=C/c1ccc2c(c1)OCO2)N1CCc2ccccc2C1,14%
COc1cc(NC(=O)COc2ccc(Br)c(C)c2)cc(OC)c1,15%
COC(=O)CCN1C(=O)/C(=C\c2ccc(C)cc2)SC1=S,1%
Cc1ccc([N+](=O)[O-])cc1NS(=O)(=O)c1ccc(C(C)(C)C)cc1,22%
C=CCSc1nc2c(c(=O)n1CC1CCCC1)C1(CCCC1)Cc1ccccc1-2,7%
COc1ccccc1/C=C/c1c([N+](=O)[O-])c(=O)n(C)c(=O)n1C,9%
CC(=O)n1cc(Nc2ccccc2O)c2ccccc21,4%
CCOC(=O)C1=C(C)NC(C)=C(C(=O)OCC)C1c1ccc(N(C)C)cc1,20%
C/C(=N/Nc1nc(-c2ccccc2)cs1)c1ccc(-c2ccccc2)cc1,12%
Cc1sc(-n2c(C)cc(/C=N\NC(=O)C(O)(c3ccccc3)c3ccccc3)c2C)c(C#N)c1C,2%
O=C1NC(=S)S/C1=C/c1cn(CCOc2ccc(Br)cc2)c2ccccc12,27%
O=[N+]([O-])c1cccc(S(=O)(=O)NCc2cccnc2)c1,4%
Cc1ccc(-c2[nH]n3c(=O)c4c(nc3c2C)CCCC4)cc1,7%
Cc1ccc(OCC(=O)Nc2cc(C)ccc2C)cc1,0%
COc1cccc2cc(-c3csc(Nc4ccccc4Cl)n3)c(=O)oc12,0%
Cc1ccc(C(=O)COC(=O)c2ccccc2NC(=O)c2ccccc2)cc1[N+](=O)[O-],11%
CC1=C(C(=O)Nc2cccc(C)n2)C(c2ccccc2C(F)(F)F)C2=C(CCCC2=O)N1 (stereo not drawn),5%
C(=NN1CCN(c2ccccn2)CC1)c1cccc2ccccc12,20%

# Pulled one by one from the list above, four records:
SMILES,RNase H inhibition
Cc1ccc(OCC(=O)Nc2cc(C)ccc2C)cc1,0%
C(=NN1CCN(c2ccccn2)CC1)c1cccc2ccccc12,20%
Cc1ccc(-c2[nH]n3c(=O)c4c(nc3c2C)CCCC4)cc1,7%
Cc1ccc(C(=O)COC(=O)c2ccccc2NC(=O)c2ccccc2)cc1[N+](=O)[O-],11%

# Following part
SMILES,RNase H inhibition
C=CCN1C(=O)/C(=C\c2ccc(C)cc2)C(C(=O)OC)=C1C,8%
CC(=O)Nc1ccccc1NC(=O)c1ccc(Br)cc1,14%
COc1ccc(NC(=O)c2ccc(OC)c(S(=O)(=O)N3CCOCC3)c2)cc1,1%
COc1ccc(-c2cc(C(=O)Nc3ccc([N+](=O)[O-])cc3)c3ccccc3n2)cc1,36%
O=C(CC1Sc2ccccc2NC1=O)Nc1ccc(Br)cc1 (stereo not drawn),4%
Cc1ccc(C)n1-c1ccc(C(=O)OCC(=O)c2cccc([N+](=O)[O-])c2)cc1,3%
CCOC(=O)C1=C(C)N=c2s/c(=C\c3ccc(O)c(OCC)c3)c(=O)n2C1c1ccc(OC)cc1 (stereo not drawn),23%
COc1ccc(/C=N/NC(=O)CN2CCSCC2)cc1C,5%
O=C1CC(N2CCN(C(c3ccccc3)c3ccccc3)CC2)C(=O)N1c1ccccc1 (stereo not drawn),15%
NC(=O)C1CCN(C(=O)c2cccc(F)c2)CC1,4%
COc1ccc(NC(=O)C2=C(C)NC(=S)NC2c2ccccc2Br)cc1 (stereo not drawn),10%
COC(=O)c1cccc([N+](=O)[O-])c1C(=O)Nc1ccccc1F,19%
COc1ccc(CN2CCCN(Cc3ccc(OC)cc3)C2c2ccc(F)cc2)cc1,2%
O=C1OC(c2ccc(-c3ccccc3)cc2)c2ccccc21 (stereo not drawn),10%
COc1ccc(C(=O)/C=C/c2ccc(-c3ccc(Cl)c([N+](=O)[O-])c3)o2)cc1OC,16%
COc1ccc(/C(N)=N/OC(=O)c2ccc(I)cc2)cc1,3%
COc1ccccc1Cc1noc(-c2ccc(F)cc2)n1,0%
Cc1cccc(NC(=O)c2ccc(Cl)c(Cl)c2)n1,18%
Cc1ccc(NS(=O)(=O)c2c(C)cc(C)cc2C)c(C)c1,5%
CCC(=NC(C)C)C1=C(O)C(C(=O)OC)C(C)(C)CC1=O (stereo not drawn),0%
CC(=O)NC1=NN(C(C)=O)C(c2ccc(OC(C)=O)cc2)S1 (stereo not drawn),0%
N#CC(C#N)=C/C(=C/C(C#N)C#N)c1ccccc1,10%
C/C(=N\NC(=O)c1cccc([N+](=O)[O-])c1)c1ccccn1,0%
Cc1ccc(OCC(=O)Nc2ccc3c(c2)OCCO3)c(Br)c1,44%
COc1cc2ccccc2cc1C(=O)NC(=S)Nc1cccc(-c2nc3ncccc3o2)c1,3%
Cc1ccc(C(c2ccc(C)o2)c2cc(Br)cc(Br)c2O)o1,18%
O=C(Nc1nnc(CCc2ccccc2)s1)c1ccco1,0%
Cc1c(NC(=S)NC(=O)c2ccc(F)cc2)c(=O)n(-c2ccccc2)n1C,0%
COc1cccc(/C=N/NC(=O)C(=O)NCc2ccco2)c1OC,1%
CCOc1cc(C2C(C(=O)OCCOC)=C(C)NC3=C2C(=O)CC(c2ccc(Cl)cc2)C3)cc(Br)c1O (stereo not drawn),6%
COc1cc(NC(=O)c2cccs2)c(OC)cc1Br,12%
O=C1C2C3c4ccccc4C(CO)(c4ccccc43)C2C(=O)N1c1ccc(Cl)cc1 (stereo not drawn),13%
CC(=O)Nc1ccccc1/C=C/c1ccc2c(C)cc(C)c(O)c2n1,5%
CCOc1ccc(C(=O)NC(=S)Nc2ccc(C(C)=O)cc2)cc1Cl,23%
O=C(N=NC(=O)c1ccco1)c1ccc2c(O)n(N3C(=O)c4ccccc4C3=O)c(O)c2c1,40%
CC1=C(C(=O)OCCOc2ccccc2)C(c2cccc(Br)c2)C2=C(CC(c3ccccc3)CC2=O)N1 (stereo not drawn),7%
Cc1ccc(C(=O)Nc2cccc(C(=O)O)c2)cc1S(=O)(=O)N1CCOCC1,0%
CC(C)OC(=O)CSC1=C(C#N)C(c2ccc(Cl)cc2Cl)CC(=O)N1 (stereo not drawn),10%
N#CC1=C(N)Oc2c(sc3ccccc23)C1c1cccs1 (stereo not drawn),14%
CCC(=O)N1CCN(CCN=CC2=C(O)CC(C)(C)CC2=O)CC1,4%
O=C(Nc1ccc(O)c(-c2nc3ccccc3o2)c1)c1ccc(-c2ccc([N+](=O)[O-])cc2)o1,40%
Cc1oc(CC(C)C)cc1C(=O)Nc1cccc2ccccc12,15%
COc1ccccc1OCCCn1ccnc1,0%
CCC(=O)Nc1nc(C)c(-c2csc(Nc3ncccn3)n2)s1,4%
O=C1C2ON(c3ccccc3)C(c3ccco3)C2C(=O)N1Cc1ccccc1 (stereo not drawn),5%
CC(C)(C)C1CCc2c(sc3[nH]c(=S)[nH]c(=O)c23)C1 (stereo not drawn),26%&13%
CCOC(=O)c1c(NC(=O)c2cc([N+](=O)[O-])ccc2N2CCN(Cc3ccccc3)CC2)sc2c1CCCC2,5%
Clc1ccc(-c2csc(Cc3nc(-c4ccccc4)cs3)n2)cc1,15%
O=C(Nc1ccccc1C(F)(F)F)C1COc2ccccc2O1 (stereo not drawn),3%
COc1ccc(C2CC(=O)C3=C(C2)Nc2ccccc2NC3c2ccc(OCc3ccccc3)c(OC)c2)cc1OC (stereo not drawn),11%
# Next section:
SMILES,RNase H inhibition
CCOC(=O)C1=C(O)/C(=C/c2ccc(O)cc2)SC1=Nc1ccc([N+](=O)[O-])cc1,14%
Cc1ccc(C(=O)Nc2sc3c(c2C#N)CCCCC3)o1,17%
N#CCCOC1(C#CCN2CCCC2)CCCCC1,11%
O=S(=O)(Cc1ccccc1)Nc1ccccn1,6%
O=c1c2c(nc(SCCc3ccccc3)n1C1CCCCC1)-c1ccccc1CC21CCCC1,4%
O=C(O)CNC(=O)c1sc2ccccc2c1Cl,6%
O=[N+]([O-])c1ccc(NCC(O)CNc2ccc([N+](=O)[O-])cc2Cl)c(Cl)c1,5%
CC(Nc1n[nH]c(=O)[nH]c1=O)C(=O)OCc1ccccc1 (stereo not drawn),8%
CC1CC(O)N(c2ccccc2)C(=S)N1 (stereo not drawn),1%
Cc1no[n+]([O-])c1COc1ccc(/C=C(\C#N)C(N)=O)cc1,13%
CC1CCN(c2ccc(/C=N/NC(N)=S)cc2[N+](=O)[O-])CC1,7%
CC1(C)CC(=O)C2=C(C1)OC(N)=C(C#N)C2c1ccc2c(c1)OCO2 (stereo not drawn),8%
Cc1ccc(-c2nc3ccccc3s2)cc1NC(=O)c1ccccc1Br,0%
C/C(=N\NC(=O)c1ccccn1)c1ccc2c(c1)CCCC2,15%
COc1cc(C(=O)c2ccccc2)c(OC)cc1C(=O)NC1CC(C)(C)NC(C)(C)C1,5%
O=C1NC(=O)N(c2ccccc2F)C(=O)/C1=C/c1ccc(I)o1,0%
O=C(CSc1nc2ccccc2[nH]1)N1CCCCC1,6%
Cc1ccccc1CNS(=O)(=O)c1ccccc1,5%
CCc1cc(=O)oc2cc(OCc3ccc(Cl)cc3)ccc12,7%
O=C(CSc1nc2ccccc2s1)OCC(=O)c1ccccc1,3%

# Two of these compounds, set out differently:
CC1CCN(c2ccc(/C=N/NC(N)=S)cc2[N+](=O)[O-])CC1
  RNase H inhibition = 7%

CC1(C)CC(=O)C2=C(C1)OC(N)=C(C#N)C2c1ccc2c(c1)OCO2 (stereo not drawn)
  RNase H inhibition = 8%

# Going on with the list:
SMILES,RNase H inhibition
COc1ccc(C(=S)N2CC(C)OC(C)C2)cc1 (stereo not drawn),5%
Cc1ccc(NC(=O)CN(c2ccc(Br)cc2)S(=O)(=O)c2ccccc2)cc1Cl,7%
COc1cc(C2Nc3cc(C)c(C)cc3NC3=C2C(=O)CC(C)(C)C3)c(OC)cc1Br (stereo not drawn),31%
COc1ccc(NC(=O)c2nn3c(c2Br)NC(c2cccs2)CC3C(F)(F)F)c(OC)c1 (stereo not drawn),11%
O=C1NC(=Nc2cccc(Cl)c2Cl)S/C1=C\c1ccc(F)cc1,22%
Cc1ccc(-n2nc3cc(C)c(NC(=O)c4ccc([N+](=O)[O-])cc4Cl)cc3n2)cc1,0%
CCOc1ccc(C2(CNC(=O)Cc3ccc(OC)c(OC)c3)CCCC2)cc1,17%
COc1ccc(NC2=C(Cl)C(=O)N(c3cc(Cl)ccc3OC)C2=O)cc1,14%
COc1ccc(Oc2coc3cc(OC(=O)c4ccccc4Cl)ccc3c2=O)cc1,11%
COc1cc(/C=c2/sc3nc4ccccc4n3c2=O)ccc1OCc1nn[nH]n1,7%

# Exported bar-delimited: part of the list above.
Compound | RNase H inhibition
COc1cc(/C=c2/sc3nc4ccccc4n3c2=O)ccc1OCc1nn[nH]n1 | 7%
Cc1ccc(NC(=O)CN(c2ccc(Br)cc2)S(=O)(=O)c2ccccc2)cc1Cl | 7%
Cc1ccc(-n2nc3cc(C)c(NC(=O)c4ccc([N+](=O)[O-])cc4Cl)cc3n2)cc1 | 0%
COc1cc(C2Nc3cc(C)c(C)cc3NC3=C2C(=O)CC(C)(C)C3)c(OC)cc1Br (stereo not drawn) | 31%

# More entries.
SMILES,RNase H inhibition
Nc1ccc(S(=O)(=O)N2CCc3ccccc32)cc1,13%
CCN(CC)c1ccc(C(=O)Nc2cccc(F)c2)cc1,12%
O=C(CN1CCN(Cc2ccc3c(c2)OCO3)CC1)c1ccc(Cl)cc1,9%
O=S(=O)(c1ccc2c(c1)Cc1cc(S(=O)(=O)N3CCOCC3)ccc1-2)N1CCOCC1,19%
Cc1ccc(CSCCNC(=O)/C=C/c2ccc([N+](=O)[O-])cc2)cc1,8%
CCCCOC(=O)c1ccc(NC(=O)/C=C/c2ccco2)cc1,18%
CCOC(=O)C1=C(C)N=c2s/c(=C\c3ccc(OCc4ccccc4Cl)cc3)c(=O)n2C1c1ccccc1Cl (stereo not drawn),13%
C/C(=N\Nc1cc(-n2nc(C)cc2C)nc(C)n1)c1ccc(F)cc1,3%
O=[N+]([O-])c1cc(C=Nc2cccc3c(N=Cc4ccc(Cl)c([N+](=O)[O-])c4)cccc23)ccc1Cl,17%
O=C(Cc1ccccc1)NN=C1CCCC1,0%
OC1(C(F)(F)F)CC(c2ccc(F)cc2)=NO1 (stereo not drawn),36%
Cc1ccccc1N1OC2C(=O)N(c3ccc(F)cc3)C(=O)C2C1c1ccccc1 (stereo not drawn),6%
N#Cc1c(N)nc2c(c1-c1ccc(Cl)cc1)CCC2,5%
CCN(CC)CP12(OCCO1)OCCO2,5%
O=C(N=Nc1c(O)n(CN2CCOCC2)c2ccccc12)c1ccccc1,0%
Cc1ccc(-c2n[nH]c(=S)n2/N=C/c2ccc(O)cc2)cc1,9%
COc1ccc(-n2nc3ccc(NC(=O)c4ccc([N+](=O)[O-])o4)cc3n2)cc1,1%
CCOc1ccc2oc(C)c(C(=O)O)c2c1,4%
Cc1occc1C(=O)Nc1cccc(Cl)c1,0%
Cc1ccc(/C(O)=C/c2nc3ccccc3oc2=O)o1,54%*
O=C(c1ccccc1)c1coc2ccc(Cl)cc2c1=O,12%
CCN(CC)c1ccc(/C=C2/SC(NC(C)=O)=NC2=O)cc1,11%
CCC(C)NC(=O)c1ccc([N+](=O)[O-])cc1Cl (stereo not drawn),2%
CCOc1ccc(OCCOCCOc2ccccc2C)cc1,11%
Cc1ccc(S(=O)(=O)N(CC(=O)Nc2ccccc2Cl)c2ccc(Br)cc2)cc1,25%
